# Screening data deposited in PubChem BioAssay by several laboratories.
# PKA-R2B activ: activates the human PKA-R2B holoenzyme complex. PKA-R2B holoenzyme dissociation, Cy5-IP20 fluorescence polarization; R2B truncated from residue 108, S112A mutant; 0% DMSO only, 100% 113 µM cGMP. activation, % at 11.4 µM. 340,000 compounds, 0.079% hits. AID 504700;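 active = activation above a cutoff set at the mean over all compounds plus 3 SD, cut at about 18% in these data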;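 also: higher means more holoenzyme dissociation and a rise in polarization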
# Keap1-Nrf2 PPI: disrupts human Keap1 binding to Nrf2 peptide. Q14145. Keap1 Kelch-Nrf2 peptide fluorescence polarization, 1536-well. inhibition, % at 9.4 µM. 340,000 compounds, 0.15% hits. AID 504523; in the data active = inhibition above about 12%;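 also: human Keap1 Kelch domain with fluorescein labeled Nrf2 9mer peptide probe; 0% = neutral control wells and 100% = peptide positive control; higher means more block of Keap1 binding to Nrf2 peptide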
# NSD2 HMT inh: blocks human histone methyltransferase NSD2. O96028. NSD2 peptide methylation, AlphaScreen, 120 min. inhibition, % at 12.5 µM. 310,000 compounds, 0.54% hits; in the data active = inhibition above about 50%
# Target sequence (O96028 whole entry, looked up): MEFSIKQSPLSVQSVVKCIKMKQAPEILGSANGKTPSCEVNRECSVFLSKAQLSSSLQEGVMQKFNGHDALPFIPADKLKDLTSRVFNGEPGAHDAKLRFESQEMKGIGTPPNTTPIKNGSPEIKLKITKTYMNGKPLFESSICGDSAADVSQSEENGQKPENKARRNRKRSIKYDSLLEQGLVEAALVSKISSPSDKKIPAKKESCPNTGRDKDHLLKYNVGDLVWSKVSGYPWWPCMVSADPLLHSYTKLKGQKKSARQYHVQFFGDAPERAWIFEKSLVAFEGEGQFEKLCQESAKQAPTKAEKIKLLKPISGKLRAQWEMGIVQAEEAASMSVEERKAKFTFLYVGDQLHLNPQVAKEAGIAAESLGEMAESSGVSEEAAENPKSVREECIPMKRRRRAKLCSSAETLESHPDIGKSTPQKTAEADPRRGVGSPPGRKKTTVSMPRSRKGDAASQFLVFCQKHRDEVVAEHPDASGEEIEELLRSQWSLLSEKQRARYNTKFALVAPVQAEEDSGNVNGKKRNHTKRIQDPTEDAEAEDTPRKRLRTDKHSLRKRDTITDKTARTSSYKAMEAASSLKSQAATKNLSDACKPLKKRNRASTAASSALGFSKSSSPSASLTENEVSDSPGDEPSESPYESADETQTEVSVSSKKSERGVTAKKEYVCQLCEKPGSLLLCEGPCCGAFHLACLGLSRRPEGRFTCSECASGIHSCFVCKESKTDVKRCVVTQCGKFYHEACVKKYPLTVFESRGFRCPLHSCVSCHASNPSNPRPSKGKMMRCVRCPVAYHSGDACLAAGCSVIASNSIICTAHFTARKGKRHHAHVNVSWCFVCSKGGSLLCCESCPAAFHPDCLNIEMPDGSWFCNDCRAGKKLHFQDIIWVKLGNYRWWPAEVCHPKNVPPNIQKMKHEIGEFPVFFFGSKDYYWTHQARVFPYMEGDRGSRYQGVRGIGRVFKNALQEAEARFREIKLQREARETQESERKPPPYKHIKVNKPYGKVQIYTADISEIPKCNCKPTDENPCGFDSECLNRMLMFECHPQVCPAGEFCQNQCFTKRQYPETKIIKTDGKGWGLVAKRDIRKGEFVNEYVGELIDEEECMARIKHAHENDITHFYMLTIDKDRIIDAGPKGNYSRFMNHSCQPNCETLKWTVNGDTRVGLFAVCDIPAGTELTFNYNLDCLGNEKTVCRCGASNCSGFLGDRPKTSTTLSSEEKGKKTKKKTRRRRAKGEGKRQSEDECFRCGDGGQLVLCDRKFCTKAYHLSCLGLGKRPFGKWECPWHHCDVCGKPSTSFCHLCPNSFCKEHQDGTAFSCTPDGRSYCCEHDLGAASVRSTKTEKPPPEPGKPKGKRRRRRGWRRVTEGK
# Arr AP2 block: human beta-arrestin and AP2 interaction inhibition. FITC-arrestin peptide / GST-AP2 beads, flow cytometry; AP2 beta2 appendage carries R879A mutation. inhibition, % at 10 µM. 340,000 compounds, 0.31% hits;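 active = inhibition above a set limit, near 3 SD of compounds lacking own fluorescence, cut at about 54% in these data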;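 also: plate controls were DMSO wells for no effect and 5 µM unlabelled arrestin peptide for full effect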
#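 System: GST-AP2 R879A glutathione beads | Also added: FITC-arrestin peptide, 50 nM | Times: 12 min plus 1 h, RT | Signal: Bead flow cytometry, FITC channel | Buffer or medium: PBS with 0.05% Tween 20 and 0.1% BSA | Read-out basis: Percent drop in bead-associated FITC signal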
# SR-BI DiI-HDL act: enhances SR-BI lipid uptake from DiI-HDL | 320,000 compounds, 0.096% hits | CHO ldlA[mSR-BI] cells, DiI-HDL uptake fluorescence, 3 h; 100 = double the neutral-control signal | activation, % at 12.5 µM;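 active = mean replicate activation of at least 60% and every replicate at or above 60%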;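 also: 0% = median plate neutral-control signal and 100% = twice that signal; values of inactives mirror those of a sister screen read the other way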
#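 System: CHO ldlA[mSR-BI] cells / Medium: HEPES-buffered (25 mM, pH 7.4) F12 plus 0.5% BSA / Probe or stimulus: labelled HDL, 10 µg/mL / Doses: single compound concentration, delivered by pin transfer / Schedule: 3 h, 37 °C / Measured by: DiI fluorescence, bottom read / Measure: cell-associated DiI fluorescence as measure of HDL uptake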
# PvdQ inh: P. aeruginosa PvdQ acylase inhibition | purified PvdQ acylase, fluorescence plate reader | inhibition, % at 10 µM | 340,000 compounds, 0.063% hits | AID 488965; in the data active = inhibition above about 30%, passing the limit was not always enough;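 also: 0% = vehicle neutral wells and 100% = reference inhibitor wells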
# DAGLB inhibitor: blocks human DAGLB lipase activity. HEK293T DAGLB membrane lysate, EnzChek fluorogenic substrate. inhibition, % at 5.17 µM. 340,000 compounds, 0.059% hits. AID 504411; in the data active = inhibition above about 34%;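 also: 0% = enzyme with vehicle and 100% = wells lacking enzyme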
# LANA DNA inh: inhibitors of KSHV LANA C-terminal domain DNA binding; MBP-C-LANA/FAM-LBS DNA binding, fluorescence polarization; inhibition, % at 9 µM; 340,000 compounds, 0.078% hits;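 active = highest replicate inhibition at or above 60% at 9 µM, even if other replicates fall short; inactive = all replicates below 60% inhibition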;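 also: 0% = neutral control wells and 100% = 4 µM acridine orange control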
# RTF Ca sens inh: cardiac RTF calcium desensitization | IANBD-labeled cardiac RTF, Ca2+ fluorescence | inhibition, % at 7.15 µM | 340,000 compounds, 0.12% hits;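 active = inhibition above the mean inhibition of all tested compounds plus 3 SD, cut at about 17% in these data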;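 also: assay run at fixed EC70 calcium of 1.6 mM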
# SR-BI DiI inh: inhibitors of mouse SR-BI mediated HDL lipid uptake. Q61009. ldlA[mSR-BI] CHO cells, DiI-HDL uptake fluorescence, 3 h. inhibition, % at 12.5 µM. 320,000 compounds, 0.96% hits;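 active = mean replicate inhibition of at least 70% and a set share of replicates each scoring 70 or more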;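 also: 0% = median of neutral control wells and 100% = median of positive control wells; values of inactives mirror those of a sister screen read the other way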
# The depositor's hits bear a star; . = no result given.
SMILES	PKA-R2B activ	Keap1-Nrf2 PPI	NSD2 HMT inh	Arr AP2 block	SR-BI DiI-HDL act	PvdQ inh	DAGLB inhibitor	LANA DNA inh	RTF Ca sens inh	SR-BI DiI inh
COc1ccc(S(=O)(=O)N(C)C)cc1NC(=O)CCNC(=O)c1ccccc1OC	5	0	-1	-4	-20	-4	-2	-0.1	-4	20
O=C(OCC(=O)N1CCCC1=O)c1ccc(F)c(S(=O)(=O)N2CCOCC2)c1	7	-1	-6	14	.	4	0	-0.2	2	-18
O=C1CC(c2ccco2)CC(O)=C1C=NCCO (configuration not stated)	-3	4	1	-6	23	-12	-2	0.6	-4	-23
COc1cccc(C(=O)NCC2(c3ccccc3)CCCC2)c1OC	-7	2	-3	12	2	-9	-5	-0.2	-8	-2
CCOC(=O)C1CCN(CCC(=O)Nc2ccc(Br)cc2)CC1	-1	4	1	6	16	0	0	1.5	-3	-16
O=C(O)C1C2C=CC3(CN(C/C=C/c4ccccc4)C(=O)C13)O2 (configuration not stated)	-2	-2	-1	0	6	-12	0	-0.5	0	-6
CSc1ccc(-c2cccc([N+](=O)[O-])c2)nn1	7	1	29	-4	-1	19	-2	-0.2	10	1
Cc1cccc(NC(=O)N2CCCC(CNC(=O)c3ccccc3Cl)C2)c1C (configuration not stated)	-2	-2	-1	31	7	-10	3	-1.7	-2	-7
CCOC(=O)COn1c(=O)c(=O)n(OC)c2ccccc21	-13	-4	-5	-2	10	9	-2	0.1	-3	-10
Cc1cccc(C(C)C)c1NC(=O)CN1C(=O)NC(Cc2ccccc2)C1=O (configuration not stated)	-17	0	-2	5	21	-11	3	-0.1	-28	-21
COc1cccc(/C=C2\C=C(c3ccc(C)cc3)OC2=O)c1OC(C)=O	-13	2	29	3	-13	8	-2	2.4	-2	13
O=C(Cn1cnc2ccccc2c1=O)NCCCN1CCCC1=O	2	-6	0	-5	21	-3	3	2.8	6	-21
c1ccc(CCNc2cnccn2)cc1	7	1	-5	0	-3	5	-2	-0.5	-9	3
COCCNC(=O)C1CC(=O)N(c2ccc(F)c(Cl)c2)C1 (configuration not stated)	-9	2	.	12	12	-6	-2	-1.4	-5	-12
COc1ccc(N2CCN(C(=O)COC(=O)COc3cccc(C(F)(F)F)c3)CC2)cc1	2	0	32	0	34	-5	-1	-2.3	-2	-34
Cc1ccc2c(c1)N(CC(=O)N1CCCC1)C(=O)c1cccnc1O2	-2	3	-6	-1	6	-13	-1	0.1	-5	-6
c1csc(-c2nnc(Cc3cccc4ccccc34)o2)c1	0	-1	0	3	-1	-5	-2	1.9	1	1
CC(C)CC(=O)Nc1ccc2c(c1)oc1ccccc12	-17	-2	.	3	-7	0	-4	-0.3	-13	7
CC(=O)c1cccc(NC(=O)c2ccc(C)c(S(=O)(=O)N3CCOCC3)c2)c1	10	-4	-2	-3	.	-8	1	-1.1	-13	.
CC1=C(C(=O)N2CCOCC2)C(c2c(F)cccc2F)NC(=O)N1 (configuration not stated)	6	2	0	32	12	1	-2	1.2	-1	-12
COc1ccc2oc(=O)c(C(=O)N3CCc4ccccc43)cc2c1	-1	-6	-2	23	-37	-3	1	-0.3	12	37
Cc1cc(C)cc(NC(=O)NCc2c(-c3ccccc3)noc2C)c1	-10	-1	-1	19	-27	3	-6	-0.9	2	27
CC(=O)Nc1ccc(C(=O)OCC(=O)Nc2ccccc2Sc2ccccc2)cc1	5	-8	2	5	20	-14	1	-1.1	-10	-20
Cc1onc(-c2c(Cl)cccc2Cl)c1COC(=O)c1ccc(Cl)cc1	15	2	-1	17	-16	-3	-26	0.3	1	16
C=CCNc1nnc(-c2ccncc2)s1	4	-1	1	-2	-11	-12	1	-0.2	5	11
COC(=O)c1sc2nc(-c3ccccc3)c3c(c2c1N)CCCC3	-7	-2	-2	7	-50	8	1	-1.0	-2	50
COc1ccc(C(=O)NOCc2ccccc2)cc1	-1	-6	.	-6	-5	-9	-5	-1.6	1	5
CN(c1ccccc1)S(=O)(=O)c1ccc(C(=O)NCc2ccccc2CN2CCCC2)cc1	0	2	-3	2	-2	-18	0	0.4	-7	2
CSc1nc2c(cnn2-c2ccccc2)c(=O)n1N	-1	-6	1	-1	-5	-8	0	1.7	2	5
O=c1c2ccccc2nc(-c2ccoc2)n1CCc1ccccc1	1	-3	0	-2	-6	-13	-2	-1.2	-11	6
C=CCn1c(SCC#N)nc2c(c1=O)C(C)(C)Cc1ccccc1-2	-4	7	-2	9	-10	-9	-9	-0.6	-8	10
O=C(N/N=C/c1ccccc1O)C1SCCCS1	-8	-6	-15	30	-15	0	-1	-1.3	3	15
COc1cccc(NC(=O)CN(C)C(=O)c2cccc(NS(=O)(=O)c3ccc(Br)cc3)c2)c1	-2	2	-2	0	-3	-2	-2	-1.6	0	3
Cc1ccc(N2C(=O)C3CCCN3C2=S)c(C)c1 (configuration not stated)	1	-7	27	-1	4	-8	2	-1.4	-5	-4
O=C(CCn1nc(-c2ccc(Cl)cc2)ccc1=O)NCc1ccccn1	-1	-3	5	79*	3	-9	0	0.7	2	-3
COc1ccc(CN2CCC(C(=O)N3CCN(c4ccccc4F)CC3)CC2)cc1OC	5	-5	.	-2	-8	-8	4	0.6	-3	8
O=C1N/C(=C/c2ccc(Br)s2)C(=O)N1c1ccccc1	7	-3	3	18	-1	0	-4	-0.5	-12	1
Cc1ccccc1-n1c(SC2CCOC2=O)nnc1-c1ccncc1 (configuration not stated)	-9	5	-3	4	-34	6	1	1.1	0	34
CCC(c1nnc(SCC(=O)NNC(=O)c2ccccc2)n1Cc1ccccc1)N(C)C (configuration not stated)	-3	2	-4	2	24	-4	1	-1.4	-12	-24
Cc1ccc(Oc2ccccc2/C=C/C(=O)O)cc1	5	8	0	27	10	1	-4	1.2	4	-10
CC(C)c1ccc(C(=O)NC2=NCCS2)cc1	-7	-6	2	-5	16	-15	-1	-0.4	-16	-16
COc1ccc(CN2C(=O)CCC2(C)C(=O)NC2CCCC2)c(OC)c1 (configuration not stated)	-7	-3	.	17	9	2	-4	0.0	-9	-9
O=C(c1cccc2c1-c1ccccc1/C2=N/O)N1CCCCC1	-10	-2	7	2	-24	-18	-4	1.8	-3	24
Cc1cc(C)n(/N=C/c2cccs2)c(=O)c1C#N	11	1	-2	-5	8	6	0	-0.8	12	-8
N#C/C(=C\c1ccc(OCCN2CCOCC2)cc1)C(=O)Nc1ccccc1F	3	-1	-1	11	7	11	1	-0.4	6	-7
Cc1cc(C)n(C(=O)Cc2cn3ccsc3n2)n1	-5	-4	1	3	9	-11	-3	-0.9	-9	-9
COc1cccc(CNC(=O)c2ccccc2C(=O)NC(C)(C)C(=O)NCc2cccc(OC)c2)c1	-2	3	0	32	19	-1	-2	-1.2	2	-19
COc1ccc(C(CNC(=O)c2ccc(NS(=O)(=O)c3ccc(F)c(C)c3)cc2)N(C)C)cc1 (configuration not stated)	-7	-4	2	0	-1	-9	-1	-0.5	-1	1
Cc1cc([N+](=O)[O-])nn1CCCC(=O)N1CCN(c2ccc(F)cc2)CC1	-2	-3	-2	8	-12	8	-3	0.8	10	12
CCOC(=O)C1=C(C)Nc2ncnn2C1c1cccnc1 (configuration not stated)	-8	1	-3	14	-4	3	0	-1.2	-8	4
COc1ccc(Nc2nc3nonc3nc2N2CCCCC2)cc1	1	-4	4	10	-16	-7	-2	-1.4	4	16
Cc1ccc(NC2CCCN(C(=O)c3cn4cc(Cl)ccc4n3)C2)cc1C (configuration not stated)	-4	2	10	1	43	-9	1	-0.9	-9	-43
c1ccc(COc2cccc(CNCc3cccs3)c2)cc1	7	0	-5	7	12	-5	-5	0.1	7	-12
CC1(C)COCN1C(=O)c1ccc(Cl)c(Cl)c1	-2	-3	0	-3	8	-14	0	0.6	-6	-8
COc1cc(C#Cc2c(-c3cncn3C)n(C)c3ccc(-c4ccc(OC)c(OC)c4)cc23)cc(OC)c1	-9	-3	.	5	-6	-11	1	0.8	-10	6
CCCOC(=O)Nc1sc2c(c1C(N)=O)CCCC2	0	3	-6	2	-10	-6	-4	1.6	1	10
CCC1OC(c2ccc([N+](=O)[O-])cc2)=Nc2ccccc21 (configuration not stated)	-3	-1	6	42	-38	5	-3	1.5	-5	38
CC(C)OCCCNC(=O)CNC(=O)c1ccc(Cl)c(Cl)c1	-11	-3	-6	-1	22	-14	0	1.3	-4	-22
CC(=O)N(C1=C(N)C(=O)c2ccccc2C1=O)c1ccccc1	-10	-3	.	-22	16	-6	9	-2.6	-2	-16
CN(CC(=O)Nc1cccc(F)c1)C(=O)c1ccc(S(=O)(=O)N2CCCC2)cc1	-11	5	-3	-8	.	10	0	14	3	.

# Three of the entries above in order of the PvdQ inh value, largest number first.
structure	PKA-R2B activ	Keap1-Nrf2 PPI	NSD2 HMT inh	Arr AP2 block	SR-BI DiI-HDL act	PvdQ inh	DAGLB inhibitor	LANA DNA inh	SR-BI DiI inh
COc1ccc(S(=O)(=O)N(C)C)cc1NC(=O)CCNC(=O)c1ccccc1OC	5	0	-1	-4	-20	-4	-2	-0.1	20
COc1cc(C#Cc2c(-c3cncn3C)n(C)c3ccc(-c4ccc(OC)c(OC)c4)cc23)cc(OC)c1	-9	-3	.	5	-6	-11	1	0.8	6
CC(C)c1ccc(C(=O)NC2=NCCS2)cc1	-7	-6	2	-5	16	-15	-1	-0.4	-16

# Next section:
SMILES	PKA-R2B activ	Keap1-Nrf2 PPI	NSD2 HMT inh	Arr AP2 block	SR-BI DiI-HDL act	PvdQ inh	DAGLB inhibitor	LANA DNA inh	RTF Ca sens inh	SR-BI DiI inh
COc1ccc(CCNC(=O)Cn2cccc2C(=O)c2ccccc2)cc1OC	-2	-3	-2	11	14	5	-3	-0.3	11	-14
CC(C(=O)Nc1ccccc1-c1ccccc1)N(C)Cc1nc2ccccc2c(=O)[nH]1 (configuration not stated)	-2	-4	-1	44	13	-2	-1	1.0	-3	-13
Cc1ccccc1N1C(N)=NC(N)=NC1(C)C	-11	1	-1	-1	29	-5	0	-0.2	-1	-10
CCOC(=O)C1=C(O)/C(=C/c2ccc(OCC(=O)O)c(OCC)c2)SC1=Nc1ccccc1	-5	-5	19	5	-23	8	2	0.3	0	23
CC(=O)Nc1cccc(N(C)C)c1	-9	-7	-4	12	25	8	-3	1.5	-2	-25
CCN1CCc2c(OCC(=O)N3CCCc4ccccc43)cccc2C1=O	-2	-3	-2	11	6	12	0	-1.0	-2	-6
CC(=O)NS(=O)(=O)c1cccnc1Nc1ccc(Cl)c(Cl)c1	-4	0	5	3	-9	7	5	-0.5	9	9
